DAGLB inhibitor – diacylglycerol lipase beta (human) inhibition | inhibition, % at 5.17 µM | Q8NCG7 | HEK293T DAGLB membrane lysate, EnzChek fluorogenic substrate | AID 504411 | 0.059% of 340,000 active; in the data active = inhibition above about 34%;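 note: 0% = enzyme with vehicle and 100% = wells lacking enzyme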
SR-BI DiI-HDL act – activators of SR-BI mediated HDL lipid uptake | activation, % at 12.5 µM | AID 504775 | CHO ldlA[mSR-BI] cells, DiI-HDL uptake fluorescence, 3 h; 100 = double the neutral-control signal | 0.096% of 320,000 active;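 active = mean replicate activation of at least 60% and every replicate at or above 60%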;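 note: 0% = median plate neutral-control signal and 100% = twice that signal; values of inactives mirror those of a sister screen read the other way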
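system = CHO ldlA[mSR-BI] cells, LDL receptor-null, SR-BI overexpressing | medium = Ham's F12 with 0.5% BSA, HEPES 25 mM, pH 7.4 | probe or stimulus = DiI-HDL 10 µg/mL | compound dosing = single-point compound dose | incubation = compound exposure 3 h, 37 °C | technique = DiI fluorescence, bottom read | read-out = cell-associated DiI fluorescence as measure of HDL uptake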
Arr AP2 block – inhibitors of human beta-arrestin and AP2 interaction; FITC-arrestin peptide / GST-AP2 beads, flow cytometry; AP2 beta2 appendage carries R879A mutation; inhibition, % at 10 µM; 0.31% of 340,000 active; AID 504490;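 active = inhibition above a set limit, near 3 SD of compounds lacking own fluorescence, cut at about 54% in these data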;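 note: plate controls were DMSO wells for no effect and 5 µM unlabelled arrestin peptide for full effect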
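System: GST-AP2 R879A glutathione beads | Also added: FITC-arrestin peptide, 50 nM | Times: 12 min plus 1 h, RT | Signal: Bead flow cytometry, FITC channel | Buffer or medium: PBS with 0.05% Tween 20 and 0.1% BSA | Read-out basis: Percent drop in bead-associated FITC signal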
C-LANA FP – blocks KSHV LANA C-terminal domain binding to DNA; MBP-C-LANA/FAM-LBS DNA binding, fluorescence polarization; inhibition, % at 9 µM; 0.078% of 340,000 active;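 active = highest replicate inhibition at or above 60% at 9 µM, even if other replicates fall short; inactive = all replicates below 60% inhibition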;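 note: 0% = neutral control wells and 100% = 4 µM acridine orange control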
SR-BI HDL uptake – mouse SR-BI HDL lipid transfer inhibition; inhibition, % at 12.5 µM; Q61009; ldlA[mSR-BI] CHO cells, DiI-HDL uptake fluorescence, 3 h; 0.96% of 320,000 active;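 active = mean replicate inhibition of at least 70% and a set share of replicates each scoring 70 or more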;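 note: 0% = median of neutral control wells and 100% = median of positive control wells; values of inactives mirror those of a sister screen read the other way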
PvdQ inh – P. aeruginosa PvdQ acylase inhibition. purified PvdQ acylase, fluorescence plate reader. inhibition, % at 10 µM. 0.063% of 340,000 active. AID 488965; in the data active = inhibition above about 30%, passing the limit was not always enough;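 note: 0% = vehicle neutral wells and 100% = reference inhibitor wells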
NSD2 HMT inh – blocks human histone methyltransferase NSD2; inhibition, % at 12.5 µM; NSD2 peptide methylation, AlphaScreen, 120 min; O96028; 0.54% of 310,000 active; in the data active = inhibition above about 50%
Target sequence (O96028 whole entry, looked up): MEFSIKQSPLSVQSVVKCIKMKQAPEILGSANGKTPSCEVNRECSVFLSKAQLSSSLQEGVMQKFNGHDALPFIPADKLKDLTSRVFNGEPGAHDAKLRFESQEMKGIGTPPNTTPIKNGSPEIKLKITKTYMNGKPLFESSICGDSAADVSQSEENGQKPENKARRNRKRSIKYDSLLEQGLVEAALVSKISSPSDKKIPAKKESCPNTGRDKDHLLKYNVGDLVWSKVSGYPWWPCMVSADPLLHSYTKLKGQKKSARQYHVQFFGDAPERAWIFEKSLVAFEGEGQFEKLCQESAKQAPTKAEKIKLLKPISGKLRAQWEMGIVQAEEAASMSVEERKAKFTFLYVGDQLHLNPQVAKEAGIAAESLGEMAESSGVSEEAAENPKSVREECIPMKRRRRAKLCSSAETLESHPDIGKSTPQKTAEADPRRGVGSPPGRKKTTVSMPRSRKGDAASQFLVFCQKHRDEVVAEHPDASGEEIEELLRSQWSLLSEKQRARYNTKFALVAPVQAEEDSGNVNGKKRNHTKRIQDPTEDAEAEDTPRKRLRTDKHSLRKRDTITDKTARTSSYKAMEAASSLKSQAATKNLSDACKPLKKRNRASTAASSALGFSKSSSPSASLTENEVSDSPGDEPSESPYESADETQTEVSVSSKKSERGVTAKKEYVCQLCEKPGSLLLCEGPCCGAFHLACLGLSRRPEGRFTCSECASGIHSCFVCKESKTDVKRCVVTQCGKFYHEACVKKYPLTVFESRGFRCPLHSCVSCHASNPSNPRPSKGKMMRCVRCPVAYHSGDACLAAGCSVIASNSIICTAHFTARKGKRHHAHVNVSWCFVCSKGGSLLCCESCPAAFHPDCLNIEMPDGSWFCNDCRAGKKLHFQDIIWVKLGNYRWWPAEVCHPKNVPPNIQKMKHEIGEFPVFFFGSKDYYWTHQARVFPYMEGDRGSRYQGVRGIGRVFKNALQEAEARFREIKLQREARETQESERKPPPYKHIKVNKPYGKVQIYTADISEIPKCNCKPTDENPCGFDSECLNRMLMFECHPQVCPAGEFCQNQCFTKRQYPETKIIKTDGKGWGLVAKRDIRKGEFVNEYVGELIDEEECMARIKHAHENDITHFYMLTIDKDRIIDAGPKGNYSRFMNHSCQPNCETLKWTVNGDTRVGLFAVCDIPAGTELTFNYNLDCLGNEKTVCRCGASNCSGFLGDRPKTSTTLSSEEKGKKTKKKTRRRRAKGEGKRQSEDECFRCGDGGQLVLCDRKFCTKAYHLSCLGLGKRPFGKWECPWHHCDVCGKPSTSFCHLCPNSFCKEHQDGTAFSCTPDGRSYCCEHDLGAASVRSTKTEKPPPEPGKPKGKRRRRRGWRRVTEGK
RTF Ca sens inh – cardiac RTF calcium desensitization. IANBD-labeled cardiac RTF, Ca2+ fluorescence. inhibition, % at 7.15 µM. 0.12% of 340,000 active. AID 493244;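 active = inhibition above the mean inhibition of all tested compounds plus 3 SD, cut at about 17% in these data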;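 note: assay run at fixed EC70 calcium of 1.6 mM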
Keap1 Nrf2 FP – disrupts human Keap1 binding to Nrf2 peptide; 0.15% of 340,000 active; inhibition, % at 9.4 µM; Keap1 Kelch-Nrf2 peptide fluorescence polarization, 1536-well; in the data active = inhibition above about 12%;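 note: human Keap1 Kelch domain with fluorescein labeled Nrf2 9mer peptide probe; 0% = neutral control wells and 100% = peptide positive control; higher means more block of Keap1 binding to Nrf2 peptide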
PKA-R2B activ – PKA-R2B complex activation | P22694+P31323 | PKA-R2B holoenzyme dissociation, Cy5-IP20 fluorescence polarization; R2B truncated from residue 108, S112A mutant; 0% DMSO only, 100% 113 µM cGMP | activation, % at 11.4 µM | 0.079% of 340,000 active | AID 504700;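 active = activation above a cutoff set at the mean over all compounds plus 3 SD, cut at about 18% in these data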;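 note: higher means more holoenzyme dissociation and a rise in polarization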
* marks the source's active call; other numbers are inactive results; / = not tested or not shown.

SMILES	DAGLB inhibitor	SR-BI DiI-HDL act	Arr AP2 block	C-LANA FP	SR-BI HDL uptake	PvdQ inh	NSD2 HMT inh	RTF Ca sens inh	Keap1 Nrf2 FP	PKA-R2B activ
CCCCCCOC(=O)c1ccccc1NC(=O)/C=C/C(=O)O	7	-7	-5	-0.7	7	-2	2	-5	-4	-6
Cn1c(CNc2ccc(Cl)cc2)nnc1SCc1ccccc1	-3	-5	5	-1.7	5	5	5	5	-1	-1
COc1ccccc1N(C(=O)c1ccco1)C(C(=O)NC1CCCC1)c1cccnc1 (centres undefined)	2	13	37	0.3	-13	3	3	-4	0	-11
COC(=O)c1ccc(NC(=O)CC2C(=O)N(c3ccc(C)cc3)C(=O)N2CC(C)C)cc1 (centres undefined)	-2	-29	2	-0.9	29	4	1	3	2	-15
O=C(NCc1ccco1)C(c1cccs1)N(C(=O)Cc1cccs1)c1ccccc1 (centres undefined)	-2	2	-3	0.0	-2	6	/	-2	0	-4
O=C(Nc1ccc(OC(F)(F)F)cc1)c1ccc2ccccc2n1	-8	-3	6	-1.2	3	-2	10	-3	2	-6
CC1Cc2ccccc2N1C(=O)/C=C/c1cccc(F)c1 (centres undefined)	-10	-31	-12	-2.6	31	0	1	-5	-4	-5
Nc1ccc2c(c1)OC1(CCCC1)O2	2	0	5	0.5	0	7	12	-6	-1	-5
Cc1cc(F)ccc1S(=O)(=O)Nc1ccccc1C(=O)Nc1ccc2[nH]c(=O)[nH]c2c1	5	/	37	0.3	/	6	0	5	3	-5
CCC(=O)N1CCc2cc(S(=O)(=O)CCC(=O)N3CCN(c4ccc(Cl)cc4)CC3)ccc21	2	-31	-13	-0.3	31	-5	3	5	0	-7
Cc1cc(C)c(S(=O)(=O)Nc2nnc(CC(C)C)s2)c(C)c1	6	/	-2	-1.3	/	-14	-1	-5	-6	-10
O=C(NC1CCCC1)C1CC(O)CN1C(=O)Nc1ccccc1 (centres undefined)	-1	-1	-5	0.6	1	-12	-2	-2	-9	3
O=C(O)c1cc(-c2ccc(N3CCOCC3)cc2)nn1-c1ccc(F)cc1F	-2	11	13	-1.2	-11	4	1	15	1	1
O=C(CN1CCC(NC(=O)c2ccccc2)CC1)NCc1ccccc1F	0	-3	33	0.0	3	-3	-5	-3	-6	-13
CN(CC(=O)Nc1ccc(Cl)cc1)c1ccc(S(=O)(=O)N2CCCCC2)cc1[N+](=O)[O-]	1	-17	-3	-5.5	17	-11	2	-6	-7	1
O=C(NCc1ccc2c(c1)OCO2)c1ccc(Cl)c(S(=O)(=O)NCc2ccccc2)c1	-1	-13	11	-0.6	13	-7	34	-22	-7	-4
Cc1cc(C)cc(OCC(=O)Nc2ccc(N3CCCC3)cc2)c1	15	-75	11	0.8	75*	4	/	0	-7	-3
CN(c1ccccc1)S(=O)(=O)c1ccc(C(=O)NCc2ccco2)cc1	-2	-11	-6	0.2	11	-2	-1	-2	4	-15
O=C(N/N=C/C(Br)=C\c1ccccc1)c1n[nH]c2c1CCC2	3	-30	0	0.9	30	-2	-1	1	-5	-4
Cc1ccc(/C=N/NC(=O)c2ccncc2)o1	-2	16	-1	-1.1	-16	-5	-3	5	-1	4
O=C(O)c1ccccc1C(=O)N1CC=C(c2ccccc2)CC1	2	14	0	0.0	-14	-14	0	-5	-3	-9
Cc1ccc(S(=O)(=O)Nc2ccc(C(=O)N3CCCC3)cc2)c(C)c1NS(C)(=O)=O	1	/	0	-1.1	/	-11	2	-2	-4	-2
CC(NC(=S)Nc1ccccc1Cl)C(c1cccs1)N1CCCC1 (centres undefined)	-3	12	-8	2.2	-12	-3	2	4	5	0
COc1ccc(-n2c(C)cc(C(=O)COc3ccc(-n4cnnn4)cc3)c2C)cc1	0	-14	8	0.4	14	3	0	3	5	-12
CN1CCN(CCN2CCn3c2nc2ccccc23)CC1	-1	-21	-4	0.4	21	-5	/	4	1	-5
CC(C)c1cccc(C(C)C)c1NC(=O)Cn1c(=O)cnc2ccccc21	-4	10	20	-0.8	-10	4	-3	8	0	0
c1ccc2nc3[nH]cnc3nc2c1	0	/	-4	0.9	/	-11	-3	-5	-4	-7
O=C(NC1CCCCCCC1)c1ccccc1-c1ccccc1	-3	22	9	-1.0	-22	6	-1	-5	0	-11
O=c1cc(C(F)(F)F)nc(SCc2cccc3ccccc23)[nH]1	16	8	-13	4.2	-8	-14	-3	-7	-1	-15
CC(C)c1ccc(NC2CCCN(C(=O)c3ccsc3)C2)cc1 (centres undefined)	-4	9	6	-0.6	-9	-6	11	-7	-5	-3

Complete entries as entered above. Order of screens: DAGLB inhibitor | SR-BI DiI-HDL act | Arr AP2 block | C-LANA FP | SR-BI HDL uptake | PvdQ inh | NSD2 HMT inh | RTF Ca sens inh | Keap1 Nrf2 FP | PKA-R2B activ
Results for `CC(C)c1cccc(C(C)C)c1NC(=O)Cn1c(=O)cnc2ccccc21` → -4 | 10 | 20 | -0.8 | -10 | 4 | -3 | 8 | 0 | 0
Results for `O=C(CN1CCC(NC(=O)c2ccccc2)CC1)NCc1ccccc1F` → 0 | -3 | 33 | 0.0 | 3 | -3 | -5 | -3 | -6 | -13

Continued:
SMILES	DAGLB inhibitor	SR-BI DiI-HDL act	Arr AP2 block	C-LANA FP	SR-BI HDL uptake	PvdQ inh	NSD2 HMT inh	RTF Ca sens inh	Keap1 Nrf2 FP	PKA-R2B activ
CCOCCCNS(=O)(=O)c1cc(Br)cc2c1N(C(=O)C1CC1)CC2	2	-27	-6	1.2	27	-11	/	-9	-9	-8
CCc1cccc(NC(=O)Cn2c(-c3ccccc3)cc(C(C)=O)c2C)c1	0	10	-1	1.6	-10	16	1	4	-5	1
O=[N+]([O-])c1ccc(Cl)cc1N1CCOCC1	-1	17	18	-0.6	-17	6	-3	-5	0	3
COc1ccc(C(=O)NCc2oc(-c3ccccc3)cc2C(=O)O)cc1	3	20	7	0.6	-20	-7	1	-16	-5	-4
COCCCNC(=O)Cc1c(C)c2cc3c(cc2oc1=O)OC(C)(C)CC3	2	7	-2	4.7	-7	-19	-1	-7	0	0
CSc1ccc(CN2CCC(n3nccc3NC(=O)C3CCOC3)CC2)cc1 (centres undefined)	1	/	-2	1.1	-10	-14	4	3	-7	6
Cc1cc(Br)ccc1NC(=O)CN(C)C(=O)CNC(=O)Cc1ccccc1	-3	-5	22	-0.5	5	-1	-1	4	1	0
O=C(Nc1ncnc2sc3c(c12)CCC3)c1ccco1	-3	-7	-1	-0.2	7	5	0	-1	-7	-7
CCC(CC)C(=O)c1c[nH]c(C(=O)N2CCN(c3ccc(OC)cc3)CC2)c1	-1	13	7	-2.2	-13	-2	/	4	1	-9
Cc1ccc(NC(=O)c2ccc(NCc3ccco3)c([N+](=O)[O-])c2)cc1Cl	4	-36	7	3.8	36	-7	-2	-7	0	-11
CN(CCc1ccccn1)Cc1ccc(Cl)c(Cl)c1	-2	4	5	0.3	-4	-13	36	-1	-5	-10
O=C(NCc1ccccn1)c1ccc(OC2CCN(Cc3ccccc3O)CC2)cc1	-2	-4	44	-1.7	4	-1	42	-3	0	2
O=C(O)c1ccc(N2CCCCCC2)c(N2C(=O)c3ccccc3C2=O)c1	1	4	-2	0.9	-4	-13	0	0	2	-1
Cn1cc([N+](=O)[O-])c(C(=O)NC2CCCCCC2)n1	-3	19	37	0.1	-19	-5	10	-8	0	-2
Cn1c(N)c(C(=O)COC(=O)CC(NC(=O)c2ccccc2Cl)c2ccccc2)c(=O)n(C)c1=O (centres undefined)	-2	-3	-18	2.1	3	15	3	-1	5	1
Cc1ccc(Cl)c(NC(=O)COC(=O)c2nn(C)c(=O)c3ccccc23)c1Cl	1	2	2	-0.8	-2	-8	3	-3	2	-7
CN(CCOc1ccccc1)CC(=O)Nc1cccc(C#N)c1	-4	2	-7	1.0	-2	-12	5	-11	-2	-7
COc1ccccc1CNC(=O)c1ccccc1SCC(=O)NCc1ccco1	-2	-8	20	0.6	8	3	1	-8	-2	2
O=C(c1ccc(F)cc1)N1CCCCC(Sc2nnnn2-c2ccccc2)C1=O (centres undefined)	-10	15	11	-0.6	-15	8	-1	-9	-1	-5
O=C(COCc1cc(-c2ccc3c(c2)OCO3)on1)N1CCN(c2cccc(C(F)(F)F)c2)CC1	-2	8	-10	0.3	-8	12	0	0	2	-14
COc1ccc(Cl)cc1N(C(C)C(=O)NC1CCCC1)S(C)(=O)=O (centres undefined)	-2	2	5	0.0	-2	-9	3	-7	1	16
O=C(Nc1cccnc1)c1cc(-c2cccnc2)nc2ccc(Br)cc12	3	-37	-1	0.2	37	-9	0	-1	-4	-12
Cc1cc(C)cc(NC(=O)CSc2nccn2Cc2ccco2)c1	-3	-29	-13	-0.6	29	-15	3	-5	-7	4
Cc1c(C(=O)NCC2COc3ccccc3O2)oc2ccc(S(=O)(=O)N(C)C3CCCCC3)cc12 (centres undefined)	-18	-23	-6	1.0	23	-6	-3	-12	-1	-6
Cc1nc2ccc(N=NN(C)C)cc2[nH]1	-4	1	29	-0.8	-1	21	10	-2	1	-13
CCOc1ccc(C(C)=O)cc1COC(=O)C(C)N=C1NS(=O)(=O)c2ccccc21 (centres undefined)	1	/	42	-0.3	/	0	/	-40	0	2
CCC(c1nnc(SCC(=O)Nc2nnc(-c3ccccc3)o2)o1)N(C)C (centres undefined)	-2	/	21	0.0	-6	8	0	-5	-4	-7
CC(OC(=O)c1ccc2c(=O)n3c(nc2c1)CCC3)C(N)=O (centres undefined)	1	21	13	-1.5	-21	-7	0	3	-2	-4
CC1CCCCC1NC(=O)CSc1nnc(-c2ccncc2)n1CCCN(C)C (centres undefined)	-3	/	-7	0.9	/	-7	-3	2	-2	8
COc1ccc(-c2oc3ccc(-c4cc(OC)c(OC)c(OC)c4)cc3c2-c2ccc(OC)nc2)cc1	-6	-68	8	-1.8	68	-15	/	-5	-3	0
O=C(N/N=C/c1ccco1)c1cc2ccccc2o1	1	16	-10	-1.0	-16	-3	-5	9	-1	-2
CCOC(=O)C1CCN(c2ncnc3cc(OC)c(OC)cc23)CC1	-1	3	18	0.0	-3	4	0	1	-3	-12
COc1nc(-c2ccccc2)ccc1-c1noc(-c2ccccc2)n1	-4	16	-2	0.6	-16	-14	-1	-1	3	3
CC1CN(C(=O)CCC(=O)NCCCN2C(C)CCCC2C)c2ccccc2O1 (centres undefined)	-1	11	23	1.1	-11	8	/	-9	-1	-1
CCOC(=O)c1cc(C)sc1N1C(=O)C2C3C=CC(C3)C2C1=O (centres undefined)	-2	3	9	0.0	-3	-9	1	-6	1	-4

SR-BI HDL uptake: entries above that show a hit.
mol,DAGLB inhibitor,SR-BI DiI-HDL act,Arr AP2 block,C-LANA FP,SR-BI HDL uptake,PvdQ inh,NSD2 HMT inh,Keap1 Nrf2 FP,PKA-R2B activ
Cc1cc(C)cc(OCC(=O)Nc2ccc(N3CCCC3)cc2)c1,15,-75,11,0.8,75*,4,/,-7,-3
